PTAP TSG101 blk – qHTS Assay for Iinhibitors of HIV-1 Budding by Blocking the Interaction of PTAP/TSG101; Potency, µM (highest dose often 115 µM), inactives show at the highest dose activity change, negative = inhibition, actives largely listed as inhibitors; AID 493005, 2010; 340,000 tested, under 10 active; Fluorescence polarization, FITC-PTAP peptide / Tsg101 binding; active = well fitted inhibition curve with a large enough effect in the main read-out, with a control signal flat, not every such curve was filed as active; inconclusive = small, poorly fitted or top-dose-only effect, or effect the other way, or a change in a side signal; inactive = no such curve, though single readings can be large or run the other way; note: potency is the fitted concentration of half-maximal effect; % of control where 0% means no effect
Target sequence (Q99816 whole entry, looked up): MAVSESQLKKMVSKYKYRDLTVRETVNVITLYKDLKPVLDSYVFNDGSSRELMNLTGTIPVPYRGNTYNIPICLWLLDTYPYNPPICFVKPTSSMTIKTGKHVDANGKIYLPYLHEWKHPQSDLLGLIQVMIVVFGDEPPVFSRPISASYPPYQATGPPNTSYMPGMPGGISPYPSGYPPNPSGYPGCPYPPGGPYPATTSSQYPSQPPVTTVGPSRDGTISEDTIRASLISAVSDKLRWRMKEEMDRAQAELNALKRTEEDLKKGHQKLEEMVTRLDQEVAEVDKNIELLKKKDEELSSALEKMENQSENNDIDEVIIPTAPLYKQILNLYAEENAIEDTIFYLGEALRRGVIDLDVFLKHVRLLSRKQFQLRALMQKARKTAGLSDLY
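Compounds were pin-transferred onto Tsg101 binding domain (10 uM final) in HEPES pH 7.5 buffer, then FITC-PTAP peptide was added at 50 nM final. After 20 min at RT, polarization reported peptide displacement across a qHTS concentration series.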
GALK inhibitor – qHTS Assay for Inhibitors of Human Galactokinase (GALK); P51570; Purified GALK, Kinase-Glo residual ATP luminescence; Potency, µM (series often up to 57.5 µM), for the others: top-dose activity change, negative = inhibition, usual class: inhibitors; hit rate 0.007% among 270,000; AID 1868, 2009; note: potency is the fitted concentration of half-maximal effect; % is set by controls: 0 for no effect and ±100 for the full control effect
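Human GALK (5 nM) with 35 uM ATP and 100 uM galactose in 20 mM HEPES pH 8.0, 5 mM MgCl2, 60 mM NaCl, 1 mM DTT, 0.01% BSA. After 1 h at room temperature, leftover ATP was read by Kinase-Glo Plus luminescence.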
PKM2 activator – qHTS Assay for Activators of Human Muscle isoform 2 Pyruvate Kinase; purified PKM2, Kinase-Glo ATP luminescence, activation; response scale: 0% is enzyme alone, no compound; Potency, µM (top dose mostly 57.5 µM), inactives show at the top dose activation, hits mostly activators; hit rate 0.34% among 260,000; note: potency is the fitted concentration of half-maximal effect; % is set by controls: 0 for no effect and ±100 for the full control effect; nearly all actives have a fitted effect of over 55% in size
Target sequence (P14618 whole entry, looked up, canonical isoform): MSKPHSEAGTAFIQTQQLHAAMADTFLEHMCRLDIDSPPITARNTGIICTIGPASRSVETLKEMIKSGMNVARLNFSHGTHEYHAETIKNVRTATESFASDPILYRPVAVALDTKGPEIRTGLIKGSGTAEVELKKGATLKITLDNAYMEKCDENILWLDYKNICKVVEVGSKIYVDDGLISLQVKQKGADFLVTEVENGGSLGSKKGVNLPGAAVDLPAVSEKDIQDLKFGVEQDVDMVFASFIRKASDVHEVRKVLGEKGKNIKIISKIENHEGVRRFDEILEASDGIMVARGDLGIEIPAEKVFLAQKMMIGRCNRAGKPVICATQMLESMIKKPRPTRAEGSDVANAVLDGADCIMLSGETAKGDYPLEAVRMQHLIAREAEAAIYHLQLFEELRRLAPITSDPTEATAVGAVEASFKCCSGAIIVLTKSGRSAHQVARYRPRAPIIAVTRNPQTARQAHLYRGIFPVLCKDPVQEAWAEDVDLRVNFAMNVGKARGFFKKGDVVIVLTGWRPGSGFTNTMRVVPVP
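Purified hPK-M2 (>95% pure) converted ADP (0.1 mM final) to ATP with 0.5 mM PEP in 50 mM imidazole pH7.2, KCl, MgCl2, Tween 20, BSA; 1 h at room temperature. ATP detected by Kinase-Glo luminescence.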
ASM inhibitor – Inhibitors of Secretory Acid Sphingomyelinase (S-ASM): qHTS; Sphingomyelin phosphodiesterase (Homo sapiens), P17405; placental ASM, HMU-PC fluorogenic substrate, 60 min; Potency, µM (titrated, usually from 57.5 µM), without a hit: top-dose activity change, negative = inhibition, actives largely listed as inhibitors; hit rate 0.006% among 340,000; AID 504937, 2011; note: potency is the fitted concentration of half-maximal effect
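Fluorescence read-out (Ex 386 nm, Em 447 nm) after stopping the reaction at pH 10. Enzyme: ASM from human placenta; substrate HMU-PC0, 9 uM final; 60 min, 37 °C. Compound preincubation 10 min, ambient temperature.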
a7 integrin act – qHTS for Activators of Integrin-Mediated Alleviation for Muscular Dystrophy | alpha7betagal myoblasts, beta-gal FDG fluorescence, 48 h | Potency, µM (series often up to 38.3 µM), without a hit: at the top dose activation, usual class: activators | hit rate 0.064% among 350,000;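 note: potency is the fitted concentration of half-maximal effect; 100% = response of the positive control SU9516; nearly all actives have a fitted effect of over 60% in size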
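Alpha7betagal+/- myoblasts (passage 13) were plated 16-24 hr, then exposed to compounds (1:260 dilution of DMSO stock) for 48 hours at 37C. After MPER lysis, β-galactosidase reporter activity was read as FDG fluorescence (ex 480/em 540) after 30 minutes.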
Tb PFK inh – qHTS Assay to Find Inhibitors of T. brucei phosphofructokinase. T. brucei PFK, ADP-Glo luminescence. ATP-dependent 6-phosphofructokinase (Trypanosoma brucei brucei), O15648. Potency, µM (doses to about 57.5 µM), for inactives: at the highest dose activity, negative = inhibition, most hits filed as inhibitors. hit rate 0.17% among 330,000;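 note: potency is the fitted concentration of half-maximal effect; 0% = uninhibited 1x PFK enzyme wells and -100% = no-enzyme wells; nearly all actives have a fitted effect of over 60% in size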
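Luminescent ADP detection (ADP-Glo, two-step: ATP depletion then ADP-to-ATP conversion for luciferase) reported PFK activity after 45 min room-temperature reaction of 1.25 nM enzyme with 0.5 mM F6P and 0.1 mM ATP at pH 8.0.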
Giardia kill – Small Molecules that selectively kill Giardia lamblia: qHTS; Giardia lamblia trophozoite viability; activity change, % at 7.66 µM, hits read low; hit rate 0.15% among 340,000; AID 540267, 2011; in the data active = activity change below about -80%; inconclusive = between about -30% and that limit;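 note: parasites exposed to compound for two days anaerobically before the ATP read; % is set by controls: 0 for no effect and ±100 for the full control effect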
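Killing of trophozoites was scored by loss of ATP luminescence after a 48 hrs anaerobic exposure to compounds at 37 deg C, using 100 cells per well.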
Menin-MLL TR inh – qHTS Assay for Inhibitors Targeting the Menin-MLL Interaction in MLL Related Leukemias: Competition With Texas Red Labeled MLL-derived Mutant Peptide; O00255; Menin + Texas Red MLL mutant peptide, fluorescence polarization; Potency, µM (highest dose often 61.6 µM), for the others: at the top dose FP activity change, negative = inhibition, actives largely listed as inhibitors; hit rate 0.23% among 270,000; active = well fitted inhibition curve with a large enough effect in the polarisation, with a control signal flat, not every such curve was filed as active; inconclusive = small, poorly fitted or top-dose-only effect, or effect the other way, or a change in a side signal; inactive = no such curve, though single readings can be large or run the other way; the % refers to the polarisation; note: potency is the fitted concentration of half-maximal effect; % of control where 0% means no effect; many of its hits are not listed in these tables
B2AR arrestin – qHTS assay of beta-arrestin-biased ligands of beta2-adrenergic receptor. Potency, µM (titrated, usually from 46.1 µM), inactives show at the top dose activation, hits mostly activators. AID 492947, 2010. hit rate 0.02% among 330,000. beta-arrestin recruitment to beta2AR, cell-based reporter;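 note: potency is the fitted concentration of half-maximal effect; 0% = DMSO controls and full agonism = EC100 isoproterenol or metaproterenol; nearly all actives have a fitted effect of over 65% in size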
BCR signal inh – qHTS Assay to Find Inhibitors of Chronic Active B-Cell Receptor Signaling | hit rate 0.05% among 340,000 | Potency, µM (highest dose often 46.1 µM), for inactives: top-dose ratio change, negative = lower green/red ratio, hits mostly inhibitors | ABC-DLBCL IkBa-CBG/CBR reporter, luminescence ratio, 4 h | AID 493014, 2011; active = well fitted inhibition curve with a large enough effect in the signal ratio, with a control signal flat, not every such curve was filed as active; inconclusive = small, poorly fitted or top-dose-only effect, or effect the other way, or a change in a side signal; the % refers to the signal ratio;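 note: potency is the fitted concentration of half-maximal effect; plate controls were basal doxycycline-induced cells for no effect and cells given 10 µM MG132 for full effect; MG132 reads +100%, hits lower the ratio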
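TMD8 ABC-DLBCL cells carrying doxycycline-inducible green luciferase fused to IkappaBalpha plus unfused red luciferase were exposed to compounds (up to 46 uM) for 4 hrs at 37C. Activity came from the overlap-corrected green/red luminescence ratio.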
FBPA coupling cs – qHTS Assay for Inhibitors of Fructose-1,6-bisphosphate Aldolase from Giardia Lamblia: Coupling assay counterscreen. coupling enzyme system counterscreen, AmpLite Red fluorescence. activity change, negative = inhibition, % at 58.2 µM, hits read low. hit rate 0.67% among 290,000. AID 2472, 2010; in the data active = activity change below about -30%; note: % is set by controls: 0 for no effect and ±100 for the full control effect
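Fluorescence at 525 nm excitation and 598 nm emission measured inhibition of the coupled detection system without aldolase. Compounds (at 57.5 uM final) were preincubated 10 min at room temperature with coupling enzyme reagent before a 20 min substrate/AmpLite Red step.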
* = called active by the depositor; ? = inconclusive; . = no result given; [ ] = dose if it differs, or a comment. Unless noted, calls come from the whole dose curve; as a rule, active = well fitted curve in the direction sought with a large enough effect; inconclusive = small, poorly fitted or top-dose-only effect, or another doubt; inactive = no such curve, though single readings can be large; an effect the other way counts as inactive or inconclusive.

SMILES	PTAP TSG101 blk	GALK inhibitor	PKM2 activator	ASM inhibitor	a7 integrin act	Tb PFK inh	Giardia kill	Menin-MLL TR inh	B2AR arrestin	BCR signal inh	FBPA coupling cs
C/C(=N\NC(=O)C(O)c1ccccc1)c1ccc(Cl)cc1 (stereo not drawn)	-4%	-5%	-2%	0%	12%	1%	4	-8%	0.4%	?	2
COc1ccc(CN2CC(=O)N(c3ccccc3C)C2=S)cc1OC	0%	4%	-1%	0%	-32%	-4%	7	6%	-0.9%	-24%	3
CC(CC(=O)O)CC(=O)NNC(=O)c1cccc(Br)c1 (stereo not drawn)	-8%	9%	3%	2%	19%	-4%	-4	9%	-0.1%	-9%	-1
NS(=O)(=O)c1ccc(N2CCOCC2)c(C(=O)NCc2ccc3c(c2)OCO3)c1	-6%	.	.	1%	-9%	-5%	5	.	0.3%	-11%	.
CN(C)S(=O)(=O)c1ccc(Cl)c(NC(=O)COC(=O)CCC(=O)c2cccs2)c1	-3%	-2%	17%	-1%	27%	1%	18	.	0.1%	?	3
Cc1c(C(=O)N/N=C/C(C)C)[nH]c2c([N+](=O)[O-])cccc12	0%	2%	10%	0%	-3%	0%	-21	-11%	-1.1%	?	-1
Cc1ccc(S(=O)(=O)Nc2nc3ccccc3nc2NCc2ccco2)cc1C	-4%	-3%	3%	17%	-24%	-1%	-5	24%	-0.9%	?	8
O=C(CCCCn1c(=O)[nH]c2ccccc2c1=O)NCc1ccc2c(c1)OCO2	-4%	0%	0%	0%	23%	0%	11	-10%	-0.2%	-1%	0
CCN1C(=O)CSC1=Nc1ccc(OC)cc1	2%	1%	-4%	-1%	-4%	1%	-11	-1%	-0.4%	-10%	0
COc1cc(NC(=S)NCCCO)c(OC)cc1Cl	-3%	0%	-4%	0%	2%	-1%	16	-2%	0.1%	7%	-4
O=C(Nc1ccccc1N1CCN(C(=O)c2ccccc2)CC1)c1ccc(Br)o1	1%	-4%	0%	-1%	-11%	4%	19	.	-0.4%	0%	.
COc1cc(-c2cc(C(=O)NN3CCN(C)CC3)c3ccccc3n2)cc(OC)c1OC	.	0%	-2%	.	.	0%	.	?	0.2%	-7%	1

Looked up above.
NS(=O)(=O)c1ccc(N2CCOCC2)c(C(=O)NCc2ccc3c(c2)OCO3)c1 in B2AR arrestin shows 0.3%
O=C(Nc1ccccc1N1CCN(C(=O)c2ccccc2)CC1)c1ccc(Br)o1 in BCR signal inh shows 0%
COc1cc(-c2cc(C(=O)NN3CCN(C)CC3)c3ccccc3n2)cc(OC)c1OC in PKM2 activator shows -2%

The list continues.
SMILES	PTAP TSG101 blk	GALK inhibitor	PKM2 activator	ASM inhibitor	a7 integrin act	Tb PFK inh	Giardia kill	Menin-MLL TR inh	B2AR arrestin	BCR signal inh	FBPA coupling cs
CCCOc1ccc(C(=O)N2CCN(c3ccc(N)cc3Cl)CC2)cc1	0%	0%	2%	-7%	-20%	-2%	1	1%	0.5%	-26%	-5
CC(=O)c1cccc(N2C(=NC(=O)CCc3ccccc3)SC3CS(=O)(=O)CC32)c1 (stereo not drawn)	-1%	7%	-2%[0.46 µM]	2%	14%	-4%	18	22%	-0.2%	?	1
COc1cccc(N2CCN(c3ccc4nnc(CCC(=O)Nc5cccc(C(C)=O)c5)n4n3)CC2)c1	-3%	1%	.	2%	-5%	1%	9	14%	-0.4%	-1%	-2
Cc1ccc(/C=C2/C(=O)c3ccc(C(=O)O)cc3C2=O)o1	-6%	0%	-10%	4%	?	-19%	-5	?	-0.7%	?	-10
Cc1ccc(S(=O)(=O)N2CCC(=O)N(CCOCc3ccc(F)cc3)CC2)cc1	-1%	.	9%	3%	6%	-1%	24	-9%	0.1%	-1%	-3
CCOc1ccc(S(=O)(=O)N(CC(=O)N2CCc3ccccc32)Cc2ccco2)cc1	-4%	0%	-1%	-2%	8%	2%	-16	0%	-0.8%	0%	-2
O=C(Oc1ccc2c3c(c(=O)oc2c1)CCC3)c1ccccc1[N+](=O)[O-]	.	0%	2%	.	.	-2%	.	10%	-0.7%	11%	-9
O=C(CN1C(=O)NC2(CCCC2)C1=O)OCCOc1ccc(Cl)cc1Cl	-3%	.	.	-1%	-11%	6%	1	.	-0.4%	?	.
CC/C(=N\NC(N)=O)c1ccc(OC)c(OC)c1	-1%	-4%	0%	7%	7%	-1%	9	.	-0.5%	?	2
COc1ccc(NCc2ccc([N+](=O)[O-])s2)cc1	-5%	-2%	-2%	-3%	-36%	?	13	2%	5.3%	-1%	-7
Cc1ccc(O)c(NC(=S)NC(=O)COc2ccc(Br)cc2)c1	-6%	1%	0%	-1%	8%	-3%	-21	?	0.0%	0%	0
NC(=O)CSc1ccc(F)cc1	-1%	0%	4%	-1%	-6%	-9%	-13	11%	-0.5%	-6%	3
COc1ccc(-c2cc(C(=O)Nc3ccc(C(N)=O)cc3)c3ccccc3n2)cc1	0%	3%	3%	62%	19%	0%	-19	67%[activator]	-0.1%	?	-7
CN1CCN(C(=O)/C=C/c2c(F)cccc2Cl)CC1	-2%	2%	-2%	5%	-11%	-1%	-15	-9%	0.1%	-3%	0
COc1ccccc1N1CCN(C(=O)c2ccc3c(c2)NC(=O)C(CSCc2ccccc2C)N3)CC1 (stereo not drawn)	.	0%	.	.	.	-7%	.	?	-0.8%	-7%	-2
CCCN(C(=O)COC(=O)C12CCC(=O)N1c1ccccc1S2)c1c(N)n(Cc2ccccc2)c(=O)[nH]c1=O (stereo not drawn)	-2%	4%	4%	3%	12%	2%	1	.	-0.3%	2%	.
Cc1cc(C)n2nc(C(=O)OCC(=O)Nc3ccc(F)cc3F)nc2n1	-1%	.	.	4%	7%	-3%	4	.	-0.1%	1%	.
Cc1cccc(/C(N)=N/OC(=O)N2CCOCC2)c1	-1%	2%	-31%	1%	17%	-8%	6	3%	0.8%	?	2
CC(=O)NCCC(=O)N1CCCC(C(=O)c2ccc3c4c(cccc24)CC3)C1 (stereo not drawn)	0%	2%	8%	18%	14%	-2%	-7	-5%	-0.3%	-2%	-4
CCCNC(=O)c1cn(CC)c2cc(N3CCN(C)CC3)c(F)cc2c1=O	-2%	-2%	1%	0%	-2%	-1%	?	-10%	0.0%	13%	0
COC(=O)c1ccccc1NC(=O)c1ccc2c(c1)OCCO2	-4%	0%	-8%	-1%	15%	5%	10	30%[activator]	-0.1%	9%	-1
CC1(C)CC(=O)C(C(C2=C(O)CC(C)(C)CC2=O)c2cccc(O)c2)C(=O)C1 (stereo not drawn)	-3%	0%	-3%	0%	-4%	0%	-3	-1%	-0.3%	10%	0
CC(=O)N1C(C(=O)O)Cc2c([nH]c3ccccc23)C1(C)C (stereo not drawn)	-1%	6%	-8%[11.5 µM]	-1%	-21%	-1%	-2	-5%	0.2%	2%	9
COc1cccc(C2=NN(C(=O)c3ccco3)C(c3ccco3)C2)c1 (stereo not drawn)	-2%	-5%	10%	0%	-16%	10%	3	.	0.5%	?	.

One compound at a time, from the list above.
Profile of CN1CCN(C(=O)/C=C/c2c(F)cccc2Cl)CC1 → PTAP TSG101 blk = -2%; GALK inhibitor = 2%; PKM2 activator = -2%; ASM inhibitor = 5%; a7 integrin act = -11%; Tb PFK inh = -1%; Giardia kill = -15; Menin-MLL TR inh = -9%; B2AR arrestin = 0.1%; BCR signal inh = -3%; FBPA coupling cs = 0
Profile of COC(=O)c1ccccc1NC(=O)c1ccc2c(c1)OCCO2 → PTAP TSG101 blk = -4%; GALK inhibitor = 0%; PKM2 activator = -8%; ASM inhibitor = -1%; a7 integrin act = 15%; Tb PFK inh = 5%; Giardia kill = 10; Menin-MLL TR inh = 30%[activator]; B2AR arrestin = -0.1%; BCR signal inh = 9%; FBPA coupling cs = -1

High-throughput results from PubChem BioAssay.

Only part of the results is shown. The share of hits here may be higher or lower than overall.
